Bioassay records: PubChem BioAssay, several laboratories
SKN-1 block – suppressors of acrylamide-induced Pgst-4::GFP reporter in worms, primary screen, SKN-1 inhibitor project, whole organism, uHTS, GFP/RFP fluorescence ratio, strain VP596; inhibition, % at 21.8 µM; AID 624304, 2012; hit rate 0.49% among 360,000; C. elegans VP596 Pgst-4::GFP/RFP ratio, 24 h;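 active = interference check ratio from 0.5 to 1.5 plus GFP to RFP signal ratio inhibition reaching or exceeding a fixed threshold, cut at about 30% in these data, passing the limit was not always enough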; note: some compounds called inactive have numbers as strong as hits
CendR NRP1 mod – modulators of CendR peptide binding to NRP-1, primary screen, biochemical, fluorescence polarization, uHTS | Neuropilin-1 (Homo sapiens), O14786 | FAM-RPARPAR peptide binding to NRP-1 | inhibition, % at 25 µM | hit rate 0.85% among 360,000;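 active = inhibition or corrected inhibition above about 18%, plus a signal ratio from 0.5 to 1.5, limit read from the data, passing the limit was not always enough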; note: strong numbers were not always called active
PABP1 MLLE inh – inhibitors of PABP1 MLLE–PAM2 peptide binding, primary screen, biochemical, fluorescence polarization, FITC-PAM2, GST-MLLE | inhibition, % at 20 µM | Polyadenylate-binding protein 1 (Homo sapiens), P11940 | hit rate 0.36% among 360,000 | AID 588489, 2011; in the data active = inhibition above about 35%, passing the limit was not always enough;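 note: plate controls were DMSO wells with GST-MLLE for no effect and wells lacking GST-MLLE protein for full effect; some results filed as inactive read as strong as hits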
MsrA act – bovine MsrA enzyme activators, primary screen, biochemical, absorbance, HTS | hit rate 0.3% among 360,000 | AID 602163, 2012 | activation, % at 10.6 µM | purified bovine MsrA, absorbance read-out; in the data active = activation above about 7.5%;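 note: 0% = vehicle and 100% = reference activator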
TbMetRS inhib – T. brucei MetRS inhibitors, primary screen, biochemical, luminescence | methionyl-tRNA synthetase (Trypanosoma brucei brucei) | purified T. brucei MetRS, ATP depletion, Kinase-Glo luminescence | inhibition, % at 11.9 µM | hit rate 0.4% among 360,000;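 active = inhibition above a per-plate cutoff of the control wells' mean inhibition plus 3 SD, cut at about 5.5% in these data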;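 note: 0% = DMSO wells median and 100% = median of wells with control inhibitor compound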
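Test system: purified T. brucei MetRS enzyme. Also added: ATP, methionine and E. coli bulk tRNA substrates. Compound: 11.9 µM single point. Schedule: 15 min enzyme-compound preincubation, 2 h reaction, 10 min detection, 25 °C. Signal: luciferase luminescence of residual ATP, Kinase-Glo. Evaluation: percent inhibition versus plate control medians. Controls: DMSO wells, low control.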
MT1-MMP act inh – blockers of MT1-MMP proenzyme processing, primary screen, HT1080 RFP-PRO-GFP cells, GFP/RFP fluorescence; Matrix metalloproteinase-14 (Homo sapiens), P50281; GFP/RFP ratio fluorescence, overnight; percent of plate control window, DMSO zero; GFP/RFP ratio change, % at 20 µM; hit rate 0.061% among 360,000; AID 651647, 2012;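 active = GFP/RFP ratio change of at least 30% with cell ATP level not reduced by more than half and red fluorescence within 50% of control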; note: strong numbers were not always called active
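Read-out: GFP/RFP fluorescence ratio; Test system: RFP-PRO-GFP reporter HT1080 cells; Compound dosing: single-point 20 µM compound, 1% DMSO; Times: overnight compound exposure at 37 °C.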
MsrA inh – bovine MsrA enzyme inhibitors, primary screen, biochemical, absorbance, HTS; hit rate 0.75% among 360,000; Methionine sulfoxide reductase A (Bos taurus); purified bovine MsrA, absorbance read-out; inhibition, % at 15.5 µM; in the data active = inhibition above about 4.5%;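 note: 0% = vehicle wells with enzyme and 100% = reference inhibitor wells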
FAS TE block – FAS thioesterase domain inhibitors, primary screen, biochemical, fluorescence intensity, uHTS. Fatty acid synthase (Homo sapiens), P49327. recombinant FAS-TE, OMFH fluorogenic substrate, fluorescence endpoint. inhibition, % at 15 µM. hit rate 0.67% among 360,000;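 active = compounds whose normalised, plate-corrected inhibition of enzyme fluorescence in the single-dose primary screen is 50% or more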;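 note: 0% = DMSO with enzyme and 100% = substrate without enzyme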
E coli Lon inh – inhibitors of E. coli Lon protease, primary screen, biochemical, fluorescence polarization | P0A9M0 | purified E. coli Lon protease | inhibition, % at 7.94 µM | hit rate 0.42% among 360,000 | AID 602123, 2011; in the data active = inhibition above about 13%, passing the limit was not always enough;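 note: 0% = enzyme with probe and DMSO and 100% = no enzyme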
Target sequence (P0A9M0 whole entry, looked up): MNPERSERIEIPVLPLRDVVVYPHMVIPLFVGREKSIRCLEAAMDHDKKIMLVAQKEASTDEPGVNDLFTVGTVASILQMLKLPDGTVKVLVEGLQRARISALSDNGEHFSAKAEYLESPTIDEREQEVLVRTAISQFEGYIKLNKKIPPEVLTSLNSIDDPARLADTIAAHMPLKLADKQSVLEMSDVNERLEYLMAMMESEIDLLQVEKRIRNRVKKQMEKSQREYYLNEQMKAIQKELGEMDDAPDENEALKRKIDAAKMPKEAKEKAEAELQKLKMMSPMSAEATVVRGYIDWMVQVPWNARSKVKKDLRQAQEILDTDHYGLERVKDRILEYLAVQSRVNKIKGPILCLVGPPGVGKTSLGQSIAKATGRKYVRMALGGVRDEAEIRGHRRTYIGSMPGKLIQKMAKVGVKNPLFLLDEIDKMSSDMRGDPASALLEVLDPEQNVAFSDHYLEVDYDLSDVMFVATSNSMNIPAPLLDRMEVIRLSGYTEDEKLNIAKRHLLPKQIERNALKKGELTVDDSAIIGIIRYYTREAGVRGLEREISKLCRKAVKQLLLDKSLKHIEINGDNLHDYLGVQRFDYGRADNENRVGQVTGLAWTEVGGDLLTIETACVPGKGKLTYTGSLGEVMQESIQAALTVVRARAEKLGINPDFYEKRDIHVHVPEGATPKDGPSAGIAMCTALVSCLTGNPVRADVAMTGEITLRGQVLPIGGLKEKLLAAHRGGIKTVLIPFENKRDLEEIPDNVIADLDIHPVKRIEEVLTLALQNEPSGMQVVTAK
Numbers without * were called inactive; · = no result given. Random draw from the library, and some 4% of all compounds hit somewhere here.

SMILES	SKN-1 block	CendR NRP1 mod	PABP1 MLLE inh	MsrA act	TbMetRS inhib	MT1-MMP act inh	MsrA inh	FAS TE block	E coli Lon inh
CC(C(=O)OCC(=O)Nc1ccc(S(=O)(=O)N2CCCCC2)cc1)N1C(=O)c2ccccc2C1=O (stereo not drawn)	-18.8	0.8	3.4	0.0	-0.4	0.4	-0.3	6.9	-3.3
Cc1ccc(CNC(=O)CCc2nnc3ccc(N4CCC5(CC4)OCCO5)nn23)cc1	2.7	14.5	-4.9	-0.1	-0.1	-1.6	0.3	-0.1	-4.9
CCOc1ccc2c(c1)OC1(CCC(C)C1)CC2=O (stereo not drawn)	3.8	27.7*	-7.7	-0.9	-0.2	0.8	0.1	6.6	-1.1
COc1ccc(CCNC(=O)C2CCCN2C(=O)Nc2cccc(OC)c2)cc1 (stereo not drawn)	10.7	-5.5	8.9	-1.1	-0.4	-2.9	-0.9	-4.6	-5.7
CCCn1c(=O)c2sccc2n2c(CCCC(=O)NCc3ccco3)nnc12	-3.2	0.6	-1.1	-4.5	0.6	-2.2	0.8	-1.0	-11.1
Cc1nnnn1/C(=C\c1ccccc1)C(=O)OCC(=O)NC(C)(C)C	-3.1	1.7	-16.4	-0.2	0.0	-7.4	0.6	6.3	7.0
CC(=O)C1=C(O)C(=O)N(Cc2ccccc2)C1c1ccc(Br)cc1 (stereo not drawn)	14.7	9.1	-13.7	-3.6	0.3	2.6	0.7	2.5	-2.1
CCOC(=O)CNC(=O)CSc1nnc(-c2c[nH]c3ccccc23)n1CC	-1.3	-15.6	-14.0	-2.4	0.8	-0.1	-0.1	-0.6	-4.0
CCc1ccc(N(CC)C(=O)c2ccc3c(Cl)c4c(nc3c2)CCC4)cc1	11.2	-5.1	-1.2	-7.2	-1.0	-4.9	-0.1	38.2	-3.4
COc1ccc(C(=O)CSc2nnc(CN3CCCC3)n2-c2ccc(F)cc2)c(OC)c1	4.7	16.5	-45.5	-2.5	-0.8	-5.4	-0.1	-3.5	-3.7
CC(C)NC(=S)N(CCc1ccncc1)C(C)C	6.7	-7.8	-73.9	-2.2	-0.3	1.9	0.7	-7.6	-3.9
COc1ccc(C(=O)NC2CCN(CC(=O)NCc3cccc(OC)c3)CC2)cc1	-3.2	1.9	6.7	-4.8	-0.8	1.9	-0.1	-2.3	-1.6
Cc1cc(C)c2[nH]c(=O)c(CN(Cc3ccco3)C(=S)NCC3CCCO3)cc2c1 (stereo not drawn)	13.7	2.6	-145.2	3.1	-0.8	-2.5	-0.6	13.9	-3.5
O=C(c1ccc2nc(N3CCOCC3)sc2c1)N1CCN(c2ccc(Cl)cc2)CC1	-4.4	5.4	-11.2	2.0	0.3	0.7	-0.3	1.7	6.5
O=C(Nc1ccc2nc(-c3ccccn3)[nH]c2c1)C1CCCCC1	10.6	-8.1	13.6	-3.1	-0.1	11.0	0.6	0.8	2.6
CCOC(=O)C1=CN2CCC[C@H]2CC1=O	10.4	1.2	0.5	-0.6	-0.1	0.7	0.7	-8.2	-4.7
COC(=O)C1=C(C(=O)OC)[C@@H]2N(Cc3ccccc3)c3ccccc3[C@@]23C[C@@H](C(=O)OC)N(C(=O)c2cc(C)oc2C)C3=N1	3.2	0.1	2.6	-2.0	-0.4	-8.0	0.3	59.4*	3.2
C=CCc1cc(C)ccc1OCCOCCN1CCN(C)CC1	17.6	3.9	-0.4	-2.8	-1.5	-0.3	-0.9	-5.6	-2.0
c1ccc(CCn2nnnc2C(c2cccs2)N2CCN(Cc3ccc4c(c3)OCO4)CC2)cc1 (stereo not drawn)	12.1	-7.1	14.9	0.2	1.2	-9.0	-2.3	18.8	9.2
O=C(CCN1CCCCC1)NCC1OCCc2ccccc21 (stereo not drawn)	-2.8	11.8	8.4	-4.7	-1.0	-0.1	-0.1	-5.2	-2.8
Cc1ccc2ccccc2c1Cn1c(-n2ccnc2)nc2c1c(=O)n(C)c(=O)n2C	-0.9	-3.8	-10.3	-7.2	-0.4	-3.2	0.5	0.0	-1.6
O=C(Cc1cccs1)N1CCN(S(=O)(=O)c2ccc(F)cc2)CC1	-4.4	3.8	-7.8	-3.1	-1.2	1.1	0.5	-3.2	-7.2
C=C(C)C(=O)Oc1ccc(N2C(=O)CCC2=O)cc1	9.8	6.0	0.6	0.0	0.3	-1.8	0.9	-6.3	5.7
c1csc(-c2nn3c(Cn4cnc5ccccc54)nnc3s2)c1	10.5	0.3	31.1	-4.2	0.0	2.3	3.0	-5.3	-2.0
Cc1ccc(S(=O)(=O)NC2CC(C)(C)NC(C)(C)C2)c(C)c1C	-5.6	-8.2	-6.8	-3.3	-0.8	0.9	-0.3	-6.6	5.5
(listing goes on)
SMILES	SKN-1 block	CendR NRP1 mod	PABP1 MLLE inh	MsrA act	TbMetRS inhib	MT1-MMP act inh	MsrA inh	FAS TE block	E coli Lon inh
Cc1cc(C)n(CC(=O)NNC(=O)CCCOc2ccc(Cl)c(C)c2)n1	-6.5	-6.7	3.6	-3.5	-0.2	2.3	0.1	13.1	3.2
O=C1CCC(=O)N1CN(C(=O)c1ccco1)c1ccccc1	3.0	0.6	-1.2	-4.9	0.0	-1.5	-1.9	-4.6	2.5
CCN(CC)S(=O)(=O)c1ccc(C(=O)OCn2nnc3ccccc3c2=O)cc1	0.9	-7.6	0.2	-2.9	-0.8	4.6	1.9	18.1	-8.4
COc1ccc(N2C(=O)CC2(/C=C/c2ccccc2OC)C(=O)NC2CCCC2)cc1 (stereo not drawn)	6.2	7.7	0.5	-1.2	-0.2	-2.0	0.0	16.6	6.2
O=C(Nc1nccs1)c1ccc(-c2cccc([N+](=O)[O-])c2)o1	5.2	-0.8	-3.0	-4.0	-0.6	0.4	-0.2	5.6	-6.7
Cc1ccc(C)c(Cn2nnc3c(=O)[nH]c(C4CCCN(C(=O)CC(C)C)C4)nc32)c1 (stereo not drawn)	-4.4	8.9	-1.3	-3.7	-0.8	3.5	·	-4.2	-4.0
CS(=O)(=O)N(CC(=O)NCc1ccco1)c1cc(C(F)(F)F)ccc1Cl	10.5	2.6	-7.2	-2.6	-0.5	3.3	0.8	-2.7	-0.5
CCc1cc(C(=O)N2CCCC(CCC(=O)NCc3cccc(OC)c3)C2)no1 (stereo not drawn)	14.7	6.9	-5.4	-3.0	0.9	1.3	0.0	-1.7	-2.7
O=C(CSc1cc([N+](=O)[O-])cc(S(=O)(=O)Cc2ccccc2)c1)NC1CC1	-1.4	2.1	15.1	-3.4	-0.7	-0.8	-1.5	-2.5	1.9
COc1ccc(OCCCC(=O)N(C)CC(=O)Nc2ccccc2Cl)cc1	14.9	0.3	0.6	-2.5	0.2	0.4	-0.8	1.2	2.6
Cc1ccc(C(=O)/C=C\NCc2ccccc2)cc1	12.8	-24.6	-3.4	-8.2	-1.4	1.6	1.6	1.1	-6.4
CC(C)(C)OC(=O)N(Cc1ccccc1)Cc1ccc(OCc2cccc(NC(=O)C3CC3)c2)cc1	-11.3	5.6	-5.9	-11.9	-0.1	7.2	-1.1	20.0	-3.7
COc1ccc(OC)c(NC(=O)CCN2CCN(Cc3ccccc3)CC2)c1	5.7	1.9	0.9	0.8	-0.7	7.3	0.9	-7.2	3.1
COc1cccc(Oc2ccc(N)cc2)c1	-3.5	-4.3	3.4	-0.8	0.1	0.9	3.2	-2.2	2.5
C/C(=N\NC(=O)c1ccco1)c1cccc2ccccc12	-0.5	-0.2	-8.6	-0.2	-0.3	-1.1	-0.7	-3.6	6.3
COCCNC(=S)N1CCC(NC(=O)c2ccco2)CC1	21.5	-1.0	-78.9	2.7	-0.3	-4.8	0.4	-7.9	-6.3
COc1ccc(NC(=O)CSc2nccn2Cc2ccccc2)c(OC)c1	5.9	10.8	-61.8	-1.7	-0.1	3.6	0.6	-2.8	6.7
O=c1c2cc(Br)ccc2nc(-c2cccc(Cl)c2)n1O	-9.2	3.4	3.6	8.7*	0.0	1.2	-0.1	-4.0	1.2
COc1ccc(N(C(C)=O)c2nc3ccccc3[nH]2)cc1	-2.1	6.0	-3.7	-8.8	-1.1	0.5	1.1	-9.3	-11.4
Cc1ccc[n+](CC(=O)Nc2cccc([N+](=O)[O-])c2)c1	-4.5	-0.3	7.1	-1.0	0.7	2.3	-0.3	-3.4	2.9
O=c1c2ccccc2sc2c(CO)ccc(NCCN3CCCCC3)c12	1.1	-20.5	-4.6	0.7	-0.3	13.9	0.8	3.6	-10.8
COc1ccc(NC(=O)CN(C)C(=O)CCSc2ccc(F)cc2)cc1	19.8	-4.1	11.0	0.4	8.7*	2.7	3.4	-2.1	0.9
O=C(Nc1ccc(-c2ccccc2)cc1)c1ccc2c(c1)S(=O)(=O)c1ccccc1C2=O	3.4	7.7	-5.3	-1.9	0.0	4.2	-0.3	10.3	2.6
O=C(NCCCN1CCOCC1)C1CCN(S(=O)(=O)c2cccc(Cl)c2Cl)CC1	0.4	6.0	2.7	-4.6	-0.5	1.1	0.0	-4.7	-8.7
CC(=O)c1cccc(CN2CCC(C(=O)Nc3cccc(-c4ccn[nH]4)c3)CC2)c1	-3.8	12.7	2.7	-8.2	-0.9	12.4	-1.5	-1.8	6.0
CCOC(=O)CCCNC(=O)CCNC(=O)c1ccc(OC)cc1	15.8	-3.2	-8.2	-3.3	-0.8	0.8	0.8	-7.2	-2.3
Fc1ccc2cnc(-c3ccccc3)c(-c3cccc(C(F)(F)F)c3)c2c1	5.8	0.0	-25.7	-9.8	-0.3	0.4	-0.5	18.4	-7.9
O=C(Nc1nnc(CCN2CCCCC2)s1)c1cccc(Cl)c1	-7.4	-2.6	-5.7	-2.2	-0.6	-0.6	-1.3	-2.9	-12.4
CCSc1nnc(NC(=O)COc2ccc(Cl)cc2)s1	0.7	-2.3	-10.0	-0.8	-0.4	2.8	1.3	-4.2	8.6
COc1ccc(C2(c3ccc(OC)cc3)NC(=O)N(CC(=O)Nc3ccc(C(=O)N(C)C)cc3)C2=O)cc1	-14.8	2.0	-10.8	-9.2	-0.3	-1.5	0.4	1.1	7.3

Record cards, from the list above. Order of screens: SKN-1 block	CendR NRP1 mod	PABP1 MLLE inh	MsrA act	TbMetRS inhib	MT1-MMP act inh	MsrA inh	FAS TE block	E coli Lon inh
`COc1ccc(C2(c3ccc(OC)cc3)NC(=O)N(CC(=O)Nc3ccc(C(=O)N(C)C)cc3)C2=O)cc1` reads -14.8	2.0	-10.8	-9.2	-0.3	-1.5	0.4	1.1	7.3
`COc1ccc(OC)c(NC(=O)CCN2CCN(Cc3ccccc3)CC2)c1` reads 5.7	1.9	0.9	0.8	-0.7	7.3	0.9	-7.2	3.1
`Cc1cc(C)n(CC(=O)NNC(=O)CCCOc2ccc(Cl)c(C)c2)n1` reads -6.5	-6.7	3.6	-3.5	-0.2	2.3	0.1	13.1	3.2
`CC(=O)c1cccc(CN2CCC(C(=O)Nc3cccc(-c4ccn[nH]4)c3)CC2)c1` reads -3.8	12.7	2.7	-8.2	-0.9	12.4	-1.5	-1.8	6.0
